High-throughput results from PubChem BioAssay.
PAD4 FP inh – blocks human protein arginine deiminase 4 | Q9UM07 | recombinant PAD4, RCA probe fluorescence polarization | inhibition, % at 6.36 µM | AID 485272 | 0.41% of 330,000 active;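 active = percent inhibition above a cutoff equal to the mean of all tested compounds plus 3 SD, cut at about 15% in these data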;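 also: 0% = PAD4 with RCA probe and DMSO and 100% = probe without PAD4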
LYPLA1 counter – LYPLA1 (human) inhibition in PME1 counter-screen | recombinant LYPLA1, FP-Rh probe fluorescence polarization | 0.16% of 320,000 active | inhibition, % at 5.9 µM | AID 2174;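 active = inhibition above the mean of all tested compounds plus 3 SD, set per campaign, cut at about 14% in these data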;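 also: inhibitors block serine hydrolase probe labeling of LYPLA1 so polarization falls; 0% = enzyme with DMSO and 100% = wells lacking LYPLA1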
Target sequence (O75608 whole entry, looked up): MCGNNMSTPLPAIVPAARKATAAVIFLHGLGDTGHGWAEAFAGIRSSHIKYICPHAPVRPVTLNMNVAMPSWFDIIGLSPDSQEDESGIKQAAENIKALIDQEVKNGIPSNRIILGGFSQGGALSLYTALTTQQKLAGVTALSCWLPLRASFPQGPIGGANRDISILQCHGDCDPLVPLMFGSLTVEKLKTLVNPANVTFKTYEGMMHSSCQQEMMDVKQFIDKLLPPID
LYPLA2 counter – blocks human lysophospholipase 2, a PME1 counter-screen; O95372; 0.38% of 320,000 active; inhibition, % at 5.9 µM; recombinant LYPLA2, FP-Rh probe fluorescence polarization;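 active = inhibition above the screen-wide mean plus 3 SD, limit set per campaign, cut at about 26% in these data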;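 also: 0% = LYPLA2 with DMSO and 100% = wells lacking LYPLA2 enzyme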
PAFAH1B3 FP inh – PAFAH1B3 (human) inhibition. recombinant PAFAH1B3, FP-rhodamine probe, fluorescence polarization. inhibition, % at 3.39 µM. 0.28% of 340,000 active;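 active = inhibition above the screen-wide average of all tested compounds plus 3 SD, cut at about 25% in these data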;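 also: 0% = enzyme with DMSO only and 100% = wells lacking PAFAH1B3 protein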
Target sequence (Q15102 whole entry, looked up): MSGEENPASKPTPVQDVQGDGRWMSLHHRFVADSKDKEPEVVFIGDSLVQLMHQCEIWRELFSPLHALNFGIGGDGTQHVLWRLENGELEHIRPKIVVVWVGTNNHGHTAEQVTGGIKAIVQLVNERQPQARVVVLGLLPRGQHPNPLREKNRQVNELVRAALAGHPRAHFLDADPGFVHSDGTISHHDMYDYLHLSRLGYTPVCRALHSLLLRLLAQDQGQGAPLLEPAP
GSTO1 inh – counter-screen for RBBP9 inhibitors: inhibitors of human GSTO1. P78417. recombinant GSTO1, activity-based probe fluorescence polarization. inhibition, % at 5.96 µM. 1.1% of 300,000 active;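 active = inhibition above the campaign mean inhibition plus 3 SD, cut at about 35% in these data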;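 also: 0% = GSTO1-1 with DMSO and 100% = wells lacking GSTO1-1 enzyme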
ZTA counter – counter-screen for EBNA-1 inhibitors: inhibitors of Epstein-Barr virus ZTA; AID 2234; inhibition, % at 11 µM; 0.15% of 320,000 active; ZTA-DNA binding, fluorescence polarization; P03206; in the data active = inhibition above about 33%
Target sequence (P03206 whole entry, looked up): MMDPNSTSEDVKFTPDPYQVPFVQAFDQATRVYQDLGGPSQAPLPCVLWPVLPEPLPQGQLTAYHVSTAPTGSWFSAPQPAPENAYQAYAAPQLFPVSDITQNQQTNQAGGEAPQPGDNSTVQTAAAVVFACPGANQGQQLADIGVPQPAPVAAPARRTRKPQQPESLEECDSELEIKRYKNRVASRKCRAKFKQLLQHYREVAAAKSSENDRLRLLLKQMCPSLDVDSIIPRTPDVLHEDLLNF
EBNA-1 inh – blocks EBNA-1 binding to DNA | EBNA-1 DNA binding, fluorescence polarization | inhibition, % at 14.8 µM | AID 1950 | 0.34% of 300,000 active; in the data active = inhibition above about 28%
PAFAH2 inh – PAFAH2 (human) inhibition | Q99487 | recombinant PAFAH2, FP-rhodamine activity probe, fluorescence polarization | inhibition, % at 3.39 µM | 0.99% of 340,000 active;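 active = inhibition above the mean over all tested compounds plus 3 SD, cut at about 30% in these data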;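 also: inhibitors block probe labeling of enzyme so polarization drops; 0% = enzyme with DMSO and 100% = wells lacking PAFAH2 protein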
PREPL inhibitor – inhibitors of human prolyl oligopeptidase-like enzyme PREPL; Q4J6C6; recombinant PREPL, fluorescence polarization activity-based probe; inhibition, % at 5.96 µM; 0.68% of 320,000 active; AID 2751; in the data active = inhibition above about 43%;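 also: 0% = enzyme with DMSO and 100% = wells lacking enzyme; many of its hits are not listed in these tables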
Active calls of the source: *; · = no result given. Some of the compounds tested; rates above refer to the full screens.

structure,PAD4 FP inh,LYPLA1 counter,LYPLA2 counter,PAFAH1B3 FP inh,GSTO1 inh,ZTA counter,EBNA-1 inh,PAFAH2 inh,PREPL inhibitor
CCN(CC)CCCNC(=O)c1cc2nc3c(c(C(F)(F)F)n2n1)CCc1ccccc1-3,-4,1,-2,3,-1,-18,-19,0,-5
CC(C)(C)C1CCC(OC(=O)c2cncc(Br)c2)CC1 (stereo unspecified),1,-1,1,3,5,5,-7,0,-4
COc1ccc2cc(CN(CC3CCCO3)S(=O)(=O)c3ccccc3)c(=O)[nH]c2c1 (stereo unspecified),5,2,-1,9,-2,2,4,-1,13
CCOc1ccc(CCNC(=O)c2sc3nc4n(c(=O)c3c2C)CCC4)cc1OCC,0,3,-6,3,5,-6,7,-3,4
CCc1ccc(NC(=O)CC2C(=O)N(c3cccc(C)c3)C(=O)N2C2CC2)cc1 (stereo unspecified),2,-4,2,1,-3,7,-13,-10,6
O=C(c1ccccc1NS(=O)(=O)c1ccccc1[N+](=O)[O-])N1CCOCC1,0,0,1,5,3,5,5,0,0
N#CC1=C(N)SC(N)=C(C#N)C1Cc1ccccc1,-9,-3,-4,-48,-127,-12,5,-63,6
COc1ccc(CN(C)C(=O)CNC(=O)c2cccs2)c(OC)c1,-2,-6,-6,9,·,11,·,-2,-4
CC(=O)OC(C(=O)NC1CCCCC1)c1ccccc1F (stereo unspecified),2,-1,5,-1,9,-19,-9,3,15
CC(=O)Nc1ccc(NC(=O)/C=C/c2ccc(Cl)cc2)cc1,-1,0,-3,-2,7,10,14,0,3
CCc1cccc2c(C(=O)C(NC(C)CC)c3ccccc3)c[nH]c12 (stereo unspecified),3,-1,-5,-1,1,10,6,4,-10
CN(Cc1nc2ccccc2c(=O)[nH]1)C(=O)c1cccc(S(=O)(=O)N2CCCC2)c1,6,-1,2,4,·,-6,·,-1,1
O=C(Nc1cccc(F)c1)C1CCCN1S(=O)(=O)c1cccc2cccnc12 (stereo unspecified),2,3,-2,5,2,-11,-3,-2,-11
O=C(CSc1nnc(-c2cccc(Cl)c2)o1)Nc1ccc2c(c1)OCCO2,3,-2,-4,-1,-2,-5,5,-1,-13
CSc1cccc(NC(=O)CN(c2cc(C)ccc2C)S(C)(=O)=O)c1,-9,-3,-5,1,5,8,-12,0,-22
CCCN1C=CC(=CC=C(C#N)C#N)C=C1,-5,0,7,7,3,11,1,-2,7
Cc1cc(C)cc(N(C(=O)c2ccc(Br)o2)C2C=CS(=O)(=O)C2)c1 (stereo unspecified),-1,3,2,4,-2,12,9,-3,2
CCn1c(=O)cc(O)c2ccccc21,1,-2,-4,-3,7,0,2,3,-8
O=C(Cc1cccc2ccccc12)NCC1CCCO1 (stereo unspecified),1,-1,-5,8,0,13,7,-2,-7
O=C(Cc1ccc(S(=O)(=O)N2CCOCC2)s1)Nc1ccc2c(c1)CCC2,-1,-4,-2,3,-2,4,-8,-2,9
COC(OC)c1ccnc(SCc2ccccc2Cl)n1,1,4,6,-1,4,5,7,-8,11
O=C(CN1CCN(c2ccccc2F)CC1)c1ccc2cc[nH]c2c1,-3,-2,2,11,8,6,-1,8,12
O=C(CSc1nc(O)cc(=O)[nH]1)N1CCOCC1,4,-5,0,10,14,5,8,-15,-2
COc1ccc(NC(=O)Nc2ccc3c(c2)C(=O)N([C@H](C)CO)C[C@H](C)[C@@H](CN(C)S(=O)(=O)c2ccc(OC)cc2)O3)cc1,1,·,·,6,·,·,·,11,25
CCOC(=O)C1(CCOc2ccccc2)CCN(Cc2cnc(C)[nH]2)CC1,-4,2,7,6,15,-9,-3,-4,-93
COc1ccc(S(=O)(=O)NCC2CCCN(C(=O)CNC(C)=O)C2)cc1 (stereo unspecified),-4,-2,-5,-10,-2,14,8,2,-1
COc1ccc(C(=O)Oc2ccc3ccc(=O)oc3c2)cc1OC,4,-3,9,6,5,-3,-9,1,9
Cn1c(-c2ccc(F)cc2)cnc1NCc1ccc(C#N)cc1,6,2,7,4,2,10,6,-3,5
Cn1c(=O)oc2cc(S(=O)(=O)N3CCC(C(=O)NCc4cccs4)CC3)ccc21,2,0,1,0,5,8,6,-5,-4
COc1ccc(OCc2nc(C#N)c(NCCCn3ccnc3)o2)cc1,2,3,6,7,8,-17,-2,-2,3
Cc1cc(/C=C2\SC(N)=NC2=O)c(C)n1-c1ccc(F)cc1,-4,-1,-6,3,-11,3,19,14,17
COc1cccc(CNC(=O)Cc2ccc(NC(=O)C3=C(C)OCCS3)cc2)c1,-3,-2,5,7,14,7,4,9,1
Cn1c2c(c(=O)n(C)c1=O)C1(C(=O)Nc3ccccc31)C(C#N)=C(N)O2 (stereo unspecified),1,-2,3,1,7,4,-6,-5,-2
O=C(COc1ccccc1C(=O)NCC1CCCO1)Nc1ccc(Br)cc1 (stereo unspecified),-23,-2,-3,6,-7,21,-11,3,25
c1ccc(CCNc2c3c(nc4ncnn24)CCC3)cc1,-1,3,13,1,17,-9,11,-1,22
CN1Cc2sc(N)c(C#N)c2CC1(C)C,1,-1,1,5,5,-21,-11,0,25
O=C(O)CSCC(=O)Nc1ccc(C(F)(F)F)cc1,-5,2,7,-1,3,-14,-4,-2,-1
COc1ccc(C(=O)CSc2n[nH]c(=O)n2Cc2ccco2)cc1,0,3,10,-3,9,-24,4,9,1
CCOc1cc(C(=O)N2CCc3cc(OC)c(OC)cc3C2)ccc1OC(F)F,-7,1,3,·,-13,-7,9,·,-2
CC(=O)Oc1c(C(C)C)cc(N(C(C)=O)c2ccccc2)cc1C(C)C,3,0,1,-5,0,11,14,-1,3
C=CCOC(=O)C1=C(C)N=C2SCCC(=O)N2C1/C=C/c1ccccc1OC (stereo unspecified),4,2,-3,9,1,-4,-11,-1,-7
NC(=O)C1CCN(C(=O)c2cccc(CN3C(=O)c4ccccc4C3=O)c2)CC1,1,1,-3,-2,·,-1,·,-4,8
Cc1ccc(OCc2nnc(SCC(N)=O)n2N)cc1,2,-1,3,3,8,-2,8,-3,-5
CCOC(=O)Cn1cc(C(=O)OC)c2ccccc21,-5,3,5,11,-1,-7,-11,-3,-5
CCCC(=O)NCCc1cc2ccc(OC)cc2[nH]c1=O,0,1,4,-1,1,-13,-1,-1,18
O=C(c1ccco1)N1CCCC(N2CCN(c3cccc(C(F)(F)F)c3)CC2)C1 (stereo unspecified),-2,2,12,12,2,22,7,7,11
O=C(CCCC(=O)Nc1cccc(Br)c1)N/N=C/c1cc([N+](=O)[O-])ccc1O,-7,2,-4,8,-19,6,-7,0,16
N#Cc1c(N)nc2c(c1-c1ccccc1)CCCC2,-3,-4,5,5,0,2,-2,-6,-7
COc1ccc(C(=O)NCc2nnc(SC)n2Cc2ccccc2)cc1,-2,5,2,3,7,-4,-5,-7,-10
COc1ccc(C)cc1NC(=O)CSc1nc2scc(C)c2c(=O)[nH]1,-8,-3,4,3,-9,6,4,5,10
c1ccc(N2OCC3Cn4c(nc5ccccc54)C32)cc1 (stereo unspecified),1,0,-1,12,8,-7,6,-8,-32
CCCSc1ccc([C@@H]2[C@H]3C(=O)N(CC)C(=O)[C@H]3[C@]3(C(=O)OC)CCCN23)cc1,-3,-6,-6,1,-4,21,-4,3,-3
CCc1ccc(S(=O)(=O)Nc2c(C)n(C)n(-c3ccccc3)c2=O)cc1,-2,3,4,8,-3,-12,-2,3,14
CN(CCc1ccccn1)C(=O)Nc1cccc(Cl)c1,1,3,7,1,-2,-1,-3,1,12
Cc1ccc(NC(=O)CCNS(=O)(=O)c2ccc3c(c2)oc(=O)n3C)cc1,4,-2,-3,14,2,-6,6,8,13
Cc1cccc(N2C(=O)/C(=C\c3ccc(C(=O)O)cc3)c3ccccc3C2=O)c1,-4,0,7,11,2,0,7,7,10
COC(=O)c1ccc(Cl)c(NC(=O)Cc2ccccc2[N+](=O)[O-])c1,1,-1,-5,4,0,-2,-2,2,-12
O=S(=O)(c1ccc(NC(=S)N2CCN(c3ccc(O)cc3)CC2)cc1)N1CCOCC1,-2,1,35*,·,15,5,-11,·,-4
Cc1ccc(NC(=O)c2sccc2-n2cccc2)c(Cl)c1,-3,-3,1,5,7,-18,-4,-3,11
O=C(O)c1ccc(CSc2ncn[nH]2)cc1,-1,1,0,2,6,0,14,-10,4

(list continues)
structure,PAD4 FP inh,LYPLA1 counter,LYPLA2 counter,PAFAH1B3 FP inh,GSTO1 inh,ZTA counter,EBNA-1 inh,PAFAH2 inh,PREPL inhibitor
CCNc1nc2c(c(=O)n(C)c(=O)n2C)n1CCCc1ccccc1,0,0,-4,6,3,-2,-1,1,0
O=C(O)C1CCCN1S(=O)(=O)c1ccc(Br)s1 (stereo unspecified) (tested in a mixture with another compound),-1,2,2,9,3,-2,-5,5,-4
COc1cccc(-n2cnnc2SCC(=O)NC2CC2)c1,-8,3,-2,9,·,-4,·,3,13
CC(=O)c1cccc(NC(=O)CSCc2ccccc2)c1,1,0,5,13,0,-4,-2,1,-14
COc1ccc2c(c1)OC[C@H]1[C@H]2N2C(=O)c3cc(F)ccc3NC(=O)[C@@]2(C)[C@H]1c1ccccc1,-6,·,·,-1,·,·,·,-16,0
Cc1ccc2nc(-c3cc(N)cc(N)c3)oc2c1,-9,-3,3,9,3,-7,-9,-8,34
CN(Cc1c(C(=O)N/N=C/c2cccc(Cl)c2)nnn1-c1nonc1N)c1ccccc1,-2,-21,-28,-4,-10,-4,-17,-8,1

Single records (already shown). Order of screens: PAD4 FP inh, LYPLA1 counter, LYPLA2 counter, PAFAH1B3 FP inh, GSTO1 inh, ZTA counter, EBNA-1 inh, PAFAH2 inh, PREPL inhibitor
O=C(O)C1CCCN1S(=O)(=O)c1ccc(Br)s1 (stereo unspecified) (tested in a mixture with another compound) in the list: -1, 2, 2, 9, 3, -2, -5, 5, -4
CCNc1nc2c(c(=O)n(C)c(=O)n2C)n1CCCc1ccccc1 in the list: 0, 0, -4, 6, 3, -2, -1, 1, 0
